Compound activity: PubChem, Sanford-Burnham Center for Chemical Genomics
ATG4B inh: ATG4B protease inhibitors, primary screen, biochemical, fluorescence, uHTS. AID 504462, 2011. inhibition, % at 8.33 µM. 0.51% of 340,000 active. Cysteine protease ATG4B (Homo sapiens), Q9Y4P1. ATG4B cleavage of LC3-PLA2, NBD-HPC fluorescence, 1 h; in the data active = inhibition above about 40%
HKDC1 inh: HKDC1 hexokinase inhibitors, primary screen, biochemical, fluorescence, uHTS; 0.16% of 340,000 active; Q2TB90; inhibition, % at 20 µM; recombinant HKDC1, G6PDH/diaphorase resazurin coupled fluorescence;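 active = inhibition above about 35% when tested at 20 µM, limit read from the data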;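 also: plate controls were DMSO wells with enzyme for no effect and DMSO wells lacking enzyme for full effect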
Target sequence (Q2TB90 whole entry, looked up): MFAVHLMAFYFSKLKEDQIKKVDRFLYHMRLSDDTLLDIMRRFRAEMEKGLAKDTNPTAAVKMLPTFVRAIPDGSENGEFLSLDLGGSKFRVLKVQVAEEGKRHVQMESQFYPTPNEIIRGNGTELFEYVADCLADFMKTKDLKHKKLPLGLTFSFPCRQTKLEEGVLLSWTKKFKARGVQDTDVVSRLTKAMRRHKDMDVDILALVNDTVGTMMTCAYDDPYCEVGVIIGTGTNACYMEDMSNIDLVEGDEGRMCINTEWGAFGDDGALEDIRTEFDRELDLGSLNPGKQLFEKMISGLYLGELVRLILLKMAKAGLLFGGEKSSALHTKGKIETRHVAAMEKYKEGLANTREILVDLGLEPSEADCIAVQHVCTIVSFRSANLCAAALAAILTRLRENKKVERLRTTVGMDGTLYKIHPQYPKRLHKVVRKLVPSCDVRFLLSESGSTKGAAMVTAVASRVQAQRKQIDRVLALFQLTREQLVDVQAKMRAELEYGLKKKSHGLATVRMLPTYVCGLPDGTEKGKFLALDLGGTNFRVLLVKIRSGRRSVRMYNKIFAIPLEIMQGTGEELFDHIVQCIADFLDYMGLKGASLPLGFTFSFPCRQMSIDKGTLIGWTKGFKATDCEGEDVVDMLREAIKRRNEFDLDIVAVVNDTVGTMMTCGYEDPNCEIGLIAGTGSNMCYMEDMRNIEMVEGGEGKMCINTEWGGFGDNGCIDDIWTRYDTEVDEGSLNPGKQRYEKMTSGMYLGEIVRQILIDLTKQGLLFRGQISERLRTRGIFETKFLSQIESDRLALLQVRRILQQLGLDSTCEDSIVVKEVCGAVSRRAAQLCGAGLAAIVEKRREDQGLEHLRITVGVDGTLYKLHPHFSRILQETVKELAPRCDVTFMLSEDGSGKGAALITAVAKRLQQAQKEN
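Test system: recombinant HKDC1 (HK5) hexokinase enzyme, produced in-house; Amount: enzyme 5 µg/mL final; Buffer or medium: Tris pH 8.0 buffer with MgCl2, Tween-20, BSA, BME; Reagent: glucose and ATP substrates; Doses: 20 µM test compound, 1% DMSO; Incubation: 90 min reaction incubation at room temperature, dark; Detection: resorufin fluorescence at 613 nm.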
hIAP act: human IAP activators, primary screen, biochemical, luminescence, uHTS | Intestinal-type alkaline phosphatase (Homo sapiens), P09923 | purified human IAP, CDP-Star luminescence, 30 min; hits give high values; 1 = vehicle-only enzyme, 0 = enzyme-free background | activation factor at 10 µM | 0.16% of 330,000 active | AID 2524, 2010;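 active = activation factor of the enzyme at least 2-fold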; also: the source names both 10 and 20 µM as test concentration; values of inactives mirror those of a sister screen read the other way
APOBEC3A inh: APOBEC3A ssDNA deaminase inhibitors, primary screen, selectivity assay for APOBEC3G inhibitor project, biochemical, FAM/TAMRA oligo cleavage fluorescence; DNA dC->dU-editing enzyme APOBEC-3A (Homo sapiens), P31941; recombinant A3A, FAM/TAMRA ssDNA deamination fluorescence; inhibition, % at 20 µM; 0.41% of 330,000 active;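 active = at least 40% inhibition at 20 µM here, with at most 30% in a related deaminase screen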;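 also: plate controls were A3A with DMSO for no effect and wells lacking A3A enzyme for full effect; some results filed as inactive read as strong as hits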
Target sequence (P31941 whole entry, looked up): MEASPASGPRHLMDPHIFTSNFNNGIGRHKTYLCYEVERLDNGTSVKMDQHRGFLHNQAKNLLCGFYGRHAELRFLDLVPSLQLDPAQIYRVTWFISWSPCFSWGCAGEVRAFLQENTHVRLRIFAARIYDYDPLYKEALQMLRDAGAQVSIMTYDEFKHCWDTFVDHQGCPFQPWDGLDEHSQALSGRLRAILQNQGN
mIAP block: inhibitors of mouse IAP, primary screen, biochemical, luminescence, uHTS | intestinal alkaline phosphatase [Mus musculus] | purified mouse IAP, CDP-Star luminescence, 30 min | inhibition, % at 10 µM | 0.2% of 330,000 active | AID 2806, 2010;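 active = inhibition of at least 40% at 10 µM in the primary screen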;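 also: plate controls were DMSO with enzyme for no effect and no enzyme wells for full effect; values of inactives mirror those of a sister screen read the other way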
PfGluPho inh: PfG6PD enzyme inhibitors, primary screen, biochemical, fluorescence intensity, uHTS. AID 504690, 2011. inhibition, % at 20 µM. glucose-6-phosphate dehydrogenase-6-phosphogluconolactonase (Plasmodium falciparum 3D7). 0.78% of 350,000 active. PfGluPho enzyme, NADPH resazurin-diaphorase fluorescence;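 active = inhibition reaching at least a set limit at 20 µM in the primary screen, cut at about 59% in these data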;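 also: 0% = DMSO wells with substrate and 100% = DMSO wells lacking glucose-6-phosphate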
mIAP act: activators of mouse IAP, primary screen, biochemical, luminescence, uHTS. intestinal alkaline phosphatase [Mus musculus]. muIAP, CDP-Star luminescence, 30 min; hits give high values; 1 = vehicle-only enzyme signal, 0 = enzyme-free wells. activation factor at 10 µM. 0.24% of 330,000 active. AID 2805, 2010;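 active = activation factor of at least 2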; also: the source names both 10 and 20 µM as test concentration; values of inactives mirror those of a sister screen read the other way
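Assay system: mouse IAP enzyme; reagent: chemiluminescent substrate CDP-Star; dosing: test compounds delivered from DMSO solution; schedule: 30 min at room temperature; measured by: luminescence from enzymatic CDP-Star hydrolysis; controls: DMSO-only wells and no-enzyme negative control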
hIAP inh: human IAP inhibitors, primary screen, biochemical, luminescence, uHTS; purified IAP, CDP-Star luminescence, 30 min; inhibition, % at 10 µM; 0.12% of 330,000 active; AID 2544, 2010;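 active = inhibition reaching a set limit with compound at 10 µM in the primary screen, cut at about 35% in these data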;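 also: plate controls were DMSO wells with enzyme for no effect and no-enzyme buffer wells for full effect; values of inactives mirror those of a sister screen read the other way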
Active calls of the source: *. Outcome played no part in choosing rows, and some 2.4% of all compounds hit somewhere here.

SMILES | ATG4B inh | HKDC1 inh | hIAP act | APOBEC3A inh | mIAP block | PfGluPho inh | mIAP act | hIAP inh
O=C(CN1C(=O)NC2(CCCC2)C1=O)N1CCN(S(=O)(=O)c2cccc(C(F)(F)F)c2)CC1 | -5 | -4 | 1.1 | -1 | -3 | -14 | 1 | -5
CCCCn1c(N)c(N(CC(C)C)C(=O)CCNC(=O)c2ccc(Br)cc2)c(=O)[nH]c1=O | -9 | -7 | 0.85 | 6 | 4 | 4 | 0.96 | 15
O=S(=O)(c1ccc(NCc2ccccc2)cc1)N1CCOCC1 | -5 | -3 | 0.93 | -6 | -2 | -1 | 1 | 7
COc1cc(OC)c2cc(C(=O)N/N=C/c3ccccc3O)[nH]c2c1 | 4 | -6 | 1.4 | 0 | 19 | -31 | 0.81 | -41
O=C(Nc1ccn(Cc2c(F)c(F)cc(F)c2F)n1)c1cccc(Cn2cc([N+](=O)[O-])cn2)c1 | -11 | 15 | 1.1 | 3 | 7 | 9 | 0.93 | -11
COC(=O)c1ccccc1NC(=O)COC(=O)CSc1nnc(N)s1 | -11 | -3 | 1.1 | 0 | 3 | -6 | 0.97 | -10
COc1ccc(CC(=O)Nc2ccc(C(N)=O)cc2)cc1 | 3 | -7 | 1 | 0 | -1 | 6 | 1 | -5
O=C(O)COc1ccccc1/C=N/NC(=O)c1cccc(S(=O)(=O)Nc2cccc(Cl)c2)c1 | 0 | -5 | 1.5 | 0 | 27 | -26 | 0.73 | -53
COC(=O)c1cccc(NC(=O)c2cccs2)c1C | -9 | -3 | 1.1 | 3 | 5 | 8 | 0.95 | -9
CCC(Sc1nc(C)cc(=O)[nH]1)C(=O)Nc1nnc(C)s1 (stereo not given) | -8 | -1 | 0.78 | 2 | 3 | 3 | 0.97 | 22

Fetched by structure from the list above:
SMILES | ATG4B inh | HKDC1 inh | hIAP act | APOBEC3A inh | mIAP block | PfGluPho inh | mIAP act | hIAP inh
O=C(CN1C(=O)NC2(CCCC2)C1=O)N1CCN(S(=O)(=O)c2cccc(C(F)(F)F)c2)CC1 | -5 | -4 | 1.1 | -1 | -3 | -14 | 1 | -5
CCCCn1c(N)c(N(CC(C)C)C(=O)CCNC(=O)c2ccc(Br)cc2)c(=O)[nH]c1=O | -9 | -7 | 0.85 | 6 | 4 | 4 | 0.96 | 15
CCC(Sc1nc(C)cc(=O)[nH]1)C(=O)Nc1nnc(C)s1 (stereo not given) | -8 | -1 | 0.78 | 2 | 3 | 3 | 0.97 | 22

The results go on:
SMILES | ATG4B inh | HKDC1 inh | hIAP act | APOBEC3A inh | mIAP block | PfGluPho inh | mIAP act | hIAP inh
Cc1cc(C(=O)N2CCN(c3ncccn3)CC2)sc1-c1ccccc1 | 7 | 2 | 0.86 | 2 | 5 | 11 | 0.95 | 14
CN(CCC1CCOCC1)C(=O)c1cc(COc2c(F)cccc2F)on1 | -3 | -8 | 1 | -4 | 1 | -1 | 0.99 | -2
COc1ccc(NC(=O)Nc2cccs2)cc1OC | -5 | -4 | 1.2 | 0 | 0 | 10 | 0.99 | -17
O=C(CNC(=O)c1ccc(Cl)cc1Cl)OCC(=O)N1CCCC1=O | -7 | -3 | 0.99 | 1 | -1 | 6 | 1 | 1
Cc1nc(Cc2ccc(OC(C)C)cc2)[nH]c(=O)c1CC(=O)O | -2 | -6 | 1.1 | -5 | -10 | 3 | 1.1 | -10
CCCCNC(=O)NC1(C(F)(F)F)Oc2ccccc2O1 | 4 | -4 | 1.1 | 0 | -2 | 2 | 1 | -6
Clc1ccc(CO/N=C2\CCCc3nonc32)cc1 | 3 | 6 | 1 | -3 | -4 | 12 | 1 | -2
CCN1CCSc2ccc(C(=O)Nc3ccc(NC(C)=O)cc3)cc21 | 6 | 0 | 0.91 | 1 | -2 | -2 | 1 | 9
CCOc1cccc(N(C(=O)CNC(=O)c2ccco2)C(C(=O)NCC2CCCO2)c2ccccc2)c1 (stereo not given) | 2 | -4 | 1 | -2 | -1 | -11 | 1 | -2
Cc1ccc(C(=O)NCCn2cc(SCC(=O)N3CCOCC3)c3ccccc32)cc1 | -17 | -5 | 1.1 | 0 | 2 | -5 | 0.98 | -6
Cc1ccc(NC(=O)COC(=O)c2ccc3c(c2)OCCO3)cc1 | 4 | -3 | 0.89 | 6 | 2 | 9 | 0.98 | 11
Cc1ccc(N2C(=O)N3[C@H](c4ccc(Br)cc4)[C@@H]4C(=O)N(C(C)(C)C)C(=O)[C@@H]4[C@]3(C)C2=O)cc1 | -1 | 1 | 1 | 0 | 11 | 11 | 0.89 | -3
COc1ccc(C2C3C=CCC(c4cccc(-c5ccc(C)cc5)c4)C3C(=O)N2Cc2ccccc2)cc1Cl (stereo not given) | 0 | -2 | 1 | 3 | 6 | 2 | 0.94 | 0
COc1ccc(/C(O)=C2/C(=O)C(=O)N(CCN3CCOCC3)C2c2cccnc2)cc1OC (stereo not given) | -3 | -8 | 1.5 | -7 | 1 | -18 | 0.99 | -48
COc1ccc(N2C(=O)/C(=C/c3cccs3)NC2=S)cc1 | -10 | -36 | 0.93 | 1 | 13 | 79* | 0.87 | 8
Cc1cnc(CN2CCCC(C(=O)c3ccc4c5c(cccc35)CC4)C2)[nH]1 (stereo not given) | 12 | 1 | 0.96 | -3 | 4 | 8 | 0.96 | 4
CCn1c(C)c(/C=N/Nc2nc3ccccc3s2)c2ccccc21 | -10 | -4 | 1.2 | 4 | 4 | 11 | 0.96 | -22
CC(NC(=O)/C=C/c1ccccc1)c1ccccc1 (stereo not given) | 4 | -4 | 0.98 | 6 | -6 | -8 | 1.1 | 2
CCc1nc2sc3c(=O)[nH]cnc3c2c2c1CSC(C)(C)C2 | -3 | 37* | 1.1 | 0 | -3 | 29 | 1 | -6
CC(C)c1ccc(NC(=O)CSc2ncccc2C(=O)Oc2cccc([N+](=O)[O-])c2)cc1 | -3 | 1 | 0.95 | -1 | -4 | -2 | 1 | 5
COc1ccc(C2NC(=O)c3ccccc3O2)c(OC)c1OC (stereo not given) | 3 | -3 | 1.1 | -4 | 3 | -4 | 0.97 | -9
N#Cc1c(-c2ccc([N+](=O)[O-])cc2)nc2n(c1=O)CCS2 | -3 | 4 | 1 | 0 | 3 | 3 | 0.97 | -2
O=C(COc1ccc(Cl)cc1)Nc1nnc(-c2ccco2)o1 | 0 | -3 | 0.92 | 2 | 2 | 4 | 0.98 | 8
COC(=O)Nc1nnc(/C=C/c2ccccc2)s1 | 13 | -8 | 1 | 2 | 2 | 6 | 0.98 | -4
CC1CCN(S(=O)(=O)c2cccc(C(=O)N3CCN(c4ccc(F)cc4)CC3)c2)CC1 | 0 | 7 | 1.2 | 6 | -8 | 3 | 1.1 | -18
Cc1[nH]c2ccccc2c1N=Nc1ccc(F)cc1 | 4 | -3 | 0.79 | 0 | 15 | 22 | 0.85 | 21
CCc1cc2c(=O)[nH]cnc2s1 | 3 | -1 | 1.2 | 4 | 0 | -2 | 1 | -17
Cn1c(SCc2ccc(F)cc2Cl)nc2ccccc2c1=O | 2 | -3 | 0.92 | -5 | -13 | -3 | 1.1 | 8
CCc1nc(SCC(=O)Nc2ccccc2C(=O)OC)n[nH]1 | 10 | -8 | 0.9 | -6 | -4 | -8 | 1 | 10
O=[N+]([O-])c1ccccc1S(=O)(=O)N1CCN(c2ccccc2)CC1 | -3 | 5 | 0.94 | -1 | -1 | -19 | 1 | 6
COc1ccccc1OCC(O)Cn1nc(C)cc1C (stereo not given) | 5 | -3 | 0.74 | 0 | 5 | -10 | 0.95 | 26
c1ccc(-n2nnnc2-c2cnc(-c3ccncc3)nc2-c2cccs2)cc1 | -19 | 3 | 0.94 | 2 | 10 | 20 | 0.9 | 6
O=C(NCCCN1CCN(c2ccc(F)cc2)CC1)C1CCCN(c2ncnc3c2nc2n3CCCCC2)C1 (stereo not given) | -5 | -2 | 1.2 | -7 | 8 | 3 | 0.92 | -16
O=C(NC(=S)NC(CO)Cc1ccccc1)c1ccc(F)cc1 (stereo not given) | -11 | -2 | 1 | -6 | 10 | 7 | 0.9 | -1
COCCn1c(=O)c2c(nc3n2CC(C)CN3CCc2ccccc2)n(C)c1=O (stereo not given) | -1 | -1 | 1.4 | 0 | 3 | -11 | 0.97 | -36
C=CCn1c(COc2cccc3ccc(C)nc23)nnc1SCC(=O)O | -3 | -2 | 1.2 | 0 | 3 | -10 | 0.97 | -23
Cc1cc(NS(=O)(=O)c2ccc(NC(=O)CCN3C(=O)c4ccccc4C3=O)cc2)no1 | -1 | -5 | 1.1 | -8 | -15 | 2 | 1.1 | -13
CC1CCN(c2ccc(C(=O)NCc3ccc4c(c3)OCO4)cc2[N+](=O)[O-])CC1 | -12 | -9 | 0.88 | 3 | 7 | 25 | 0.93 | 12
CC1CCN(C(=O)c2ccc(S(=O)(=O)Cc3cc(F)ccc3F)c([N+](=O)[O-])c2)CC1 | 12 | 17 | 0.89 | 3 | 2 | 2 | 0.98 | 11
COc1ccc(S(=O)(=O)N2CCC(C(=O)NCc3ccncc3)CC2)cc1Cl | -6 | -4 | 0.95 | 2 | -5 | -8 | 1.1 | 5
COc1cc(C(=O)NCc2ccc(-c3nc4ccccc4o3)cc2)cc(OC)c1OC | 4 | 0 | 1.2 | 1 | -8 | 5 | 1.1 | -23
CC(=O)c1ccc(N2CCN(C(=O)C3CCN(S(=O)(=O)Cc4ccccc4)CC3)CC2)cc1 | -10 | 6 | 0.88 | 0 | -3 | -23 | 1 | 12
O=C(NCc1ccccn1)c1ccc([N+](=O)[O-])cc1 | 14 | 0 | 1.2 | -2 | 8 | -5 | 0.92 | -19
CCn1c(=O)c(-c2ccccc2)c(O)c2ccccc21 | -9 | 3 | 1.1 | -4 | -3 | 2 | 1 | -8
COc1ccc(Nc2cc(=O)oc3ccccc23)cc1 | -19 | 4 | 1.1 | -5 | -5 | 11 | 1.1 | -15
Cc1cc(NC(=O)[C@H](C)NC(=O)c2ccco2)ccc1Br | -7 | -1 | 0.98 | 9 | -17 | 6 | 1.2 | 2
CCOC(=O)C1(CCCc2ccccc2)CCN(C(=O)CN2C(=O)CSC2=O)CC1 | -8 | -5 | 1.1 | 0 | 6 | 10 | 0.94 | -9
CCN1CC2CCCC3(C1)C(=O)NC1(CCCCC1)N=C23 (stereo not given) | 10 | 4 | 0.94 | -4 | 7 | 15 | 0.93 | 6
CCOC(=O)C1(Cc2ccccc2)CCN(Cc2cnc(N3CCOCC3)s2)CC1 | -5 | -5 | 1.1 | 1 | 0 | 5 | 1 | -12
CCn1c(=O)c2ccccc2n(Cc2ccc([N+](=O)[O-])cc2)c1=O | 4 | -2 | 1.2 | 0 | 5 | -17 | 0.95 | -16
COC(=O)CN(C(=O)CSc1nnc(-c2cccc(OC)c2)o1)c1ccc(OC)cc1 | -11 | -11 | 1.1 | 0 | 5 | -1 | 0.95 | -13
CCCCCOC(=O)C1=C(C)Nc2nnnn2C1c1ccc(OC)c(OC)c1OC (stereo not given) | -6 | -5 | 1 | 3 | -1 | 0 | 1 | -1
